PostGolgi ctrl: growth of the yeast control strain, post-Golgi counter-screen; efflux-deficient yeast background strain, growth absorbance A615, 16 h; inhibition, % at 10 µM; 98,000 compounds, 5% hits; AID 738
FAK blocker: FAK (human) kinase inhibition; biochemical FAK kinase activity assay; inhibition, %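 (tested at 7 µM)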; 97,000 compounds, 0.84% hits; in the data active = inhibition above about 19%;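 also: 0% = DMSO and 100% = reference compound high control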
LYP inh 2: inhibitors of human LYP (PTPN22) phosphatase; recombinant LYP catalytic domain, DiFMUP fluorescence; inhibition, % at 2 µM; 96,000 compounds, 0.21% hits;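 active = inhibition at 2 µM at or above a set limit, the screen mean plus 3 SD, cut at about 24% in these data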;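 also: 0% = DMSO with enzyme and 100% = enzyme fully blocked by orthovanadate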
EphB4 antag: EphB4-ephrin-B2 interaction antagonism; P54760; EphB4 LBD / TNYL-RAW-Alexa532 peptide, fluorescence polarization; inhibition, % at 7 µM; 97,000 compounds, 0.15% hits; AID 720;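 active = inhibition above the screen-wide mean inhibition plus 3 SD, cut at about 15% in these data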;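 also: 0% = DMSO wells and 100% = excess unlabeled TNYL-RAW peptide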
PTPN22 act: increases human PTPN22 phosphatase activity; Q9Y2R2; recombinant LYP, DiFMUP fluorescence; 0 = plate median, 100 = signal doubled; activation, % at 2 µM; 96,000 compounds, 0.11% hits; AID 697;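 active = activation at 2 µM above a set limit, the mean plus 5 SD, cut at about 37% in these data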
HIV Rev-RRE inh: HIV Rev-RRE protein-RNA interaction inhibition. P05866. Rev peptide-RRE RNA binding, FRET. inhibition, % at 8 µM. 97,000 compounds, 0.79% hits;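 active = inhibition above the screen-wide mean plus 3 SD, cut at about 35% in these data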;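 also: 0% = median DMSO wells and 100% = median Neomycin B control wells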
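System: Cy5-labelled duplex RRE RNA binding fluorescein-labelled HIV Rev peptide; Signal: fluorescein-to-Cy5 FRET, 480 nm excitation; Also added: labelled Rev peptide; Compound: one concentration, 8 µM nominal; Buffer or medium: HEPES pH 7.5 salt buffer with EDTA; Read-out: % inhibition of FRET ratio versus controls; Schedule: 5 min preincubation and 15 min binding, 25 °C.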
S1P2 ag: agonists of human S1P2 receptor; S1P2-expressing cell line, agonist reporter read-out; O95136; 97,000 compounds, 0.46% hits; AID 729; activation, % at 4.5 µM; in the data active = activation above about 16%;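 also: 0% = vehicle low control and 100% = maximal reference agonist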
PostGolgi yeast: growth inhibition of a yeast mutant, post-Golgi transport screen | post-Golgi transport phenotypic cell assay | inhibition, % at 10 µM | 98,000 compounds, 0.9% hits;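 also: yeast cells grown in 1536-well plates; yeast grown about 18 h at 30C before absorbance read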
S1P2 antag: antagonists of human S1P2 receptor | cell-based S1P2 antagonist assay, inhibition at 5 uM | inhibition, % at 5 µM | 97,000 compounds, 0.21% hits | AID 736; in the data active = inhibition above about 45%;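 also: CRE beta-lactamase reporter cells expressing human S1P2 stimulated with S1P; 0% = agonist at EC80 alone and 100% = agonist plus reference antagonist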
The depositor's hits bear a star; · = no result given. Rule as the data show it, unless noted: active = inhibition above about 30%; inactive = the rest. This is a random part of the collection; 7% or so of the library scored in one or more.

SMILES	PostGolgi ctrl	FAK blocker	LYP inh 2	EphB4 antag	PTPN22 act	HIV Rev-RRE inh	S1P2 ag	PostGolgi yeast	S1P2 antag
CCCCC(CC)CNC(=O)c1[nH]c(C)c(C(C)=O)c1C (stereo not drawn)	8	2	4	-4	-5	2	-6	20	1
[O-][N+]1=C(c2cccs2)CN(O)C1	-10	6	-4	2	6	5	-1	2	9
O=C(NCc1ccccc1)N1CCC(n2cnc3cc(F)ccc32)CC1	4	0	-13	-4	10	-1	2	-6	18
COc1ccc(-c2cc(C(F)(F)F)nc(SCC(=O)NCc3cccs3)n2)cc1	22	-3	-22	-8	19	3	-6	-2	-15
CC1CN(S(=O)(=O)c2cccc(C(=O)OCc3cc(=O)oc4cc(O)ccc34)c2)CC(C)O1 (stereo not drawn)	5	0	-3	-5	2	5	1	16	-6
CCN(CC)CCNC(=O)c1ccc(Cl)c(S(=O)(=O)N2CCCCCC2)c1	7	0	-3	-5	2	-4	-5	16	-8
CC(C)(C)n1nnc(CCc2nnn(C(C)(C)C)n2)n1	8	-4	5	3	-2	-1	-12	-5	-9
C=CCn1c(-c2ccc(OC)c(OC)c2)n[nH]c1=S	15	1	-2	-5	-1	-1	-2	-12	-14
COc1ccc(OC)c(C2CC(=O)C(C)C(c3cc(OC)ccc3OC)N2)c1 (stereo not drawn)	10	0	3	-4	-1	3	-6	-1	1
O=C(Cc1ccc(Cl)cc1)Nc1ccc(N2CCN(C(=O)c3ccco3)CC2)cc1	43*	2	-6	6	5	1	-4	-4	-2
CN(C)Cc1c(O)c(Cl)cc2c3c(c(=O)oc12)CCCC3	0	2	-26	-1	23	25	3	3	-33
O=C(c1cccn2c(=O)c3ccccc3nc12)N1CCN(c2ccccn2)CC1	3	-1	-3	-3	1	2	-1	-1	1
O=C(NC1=NCCS1)c1sc2ccccc2c1Cl	12	0	-3	7	1	3	-8	5	1
Cc1ccnc(SCC(=O)N2CCN(c3ccccc3)CC2)n1	·	0	-2	7	2	4	-3	·	-6
COC(=O)C1(C(F)(F)F)N=C2Sc3ccccc3N2C(N2CCOCC2)=N1 (stereo not drawn)	29	-3	-8	-11	6	-4	-4	-5	-16
Cc1cc(C)n(-c2nc(SCC(=O)N3CCCC3)c3c4c(sc3n2)CCCC4)n1	24	2	-3	-2	0	-3	-1	0	0
CC(C)Sc1nc2ccccc2c(=O)[nH]1	4	3	6	3	-4	9	-3	-8	-11
CCOC(=O)c1cc2c(C)n(-c3ccc(C)cc3)c(C)c2ccc1=O	-3	-1	5	-4	-5	12	-1	0	1
Cc1ncsc1CCOC(=O)c1cccnc1	7	1	0	7	0	4	-1	-2	12
COc1cccc(-n2nc(C(=O)N3CC(C)CC(C)C3)c3ccccc3c2=O)c1 (stereo not drawn)	13	1	-7	-4	4	9	0	-3	-40
Cc1ccc2cc(S(=O)(=O)NCCCC(=O)O)ccc2c1	6	-2	-2	0	3	7	-3	-2	-10
O=C(N/C=C/c1ccc(Cl)cc1)NCc1ccc(Cl)cc1	13	-8	1	-6	2	2	-8	13	3
COc1ccc(-c2nc(S(=O)(=O)c3ccc(C)cc3)c(N3CCCC3)o2)cc1	13	0	-2	2	-2	0	-6	6	-1
O=C(O)Cn1ccnc1	0	-4	-3	2	5	10	-1	0	4
O=C(O)c1ccc2c(c1)C(=O)N(c1ccc(Cl)cn1)C2=O	16	-5	2	-6	-4	1	-1	-4	-8
Continued.
SMILES	PostGolgi ctrl	FAK blocker	LYP inh 2	EphB4 antag	PTPN22 act	HIV Rev-RRE inh	S1P2 ag	PostGolgi yeast	S1P2 antag
CC(C)(C)C(=O)Cn1c(=N)n(Cc2ccccc2Cl)c2ccccc21	15	-2	-6	3	8	-2	-3	3	-21
N#CCCn1nnc2ccccc21	28	1	-12	-1	13	4	-1	-2	3
CCCN1CCC2(CC1)C(C#N)=C(N)Oc1c2sc2nc(C)cc(C)c12	-6	3	7	4	-2	50*	-6	-3	-22
CC1CCN(CCn2c(=S)[nH]c3ncccc3c2=O)CC1	·	-1	5	-2	-1	2	-3	·	16
CN(CC(=O)N1CCN(C2CCCCC2)CC1)S(=O)(=O)c1cccc2nsnc12	7	-1	12	0	-12	1	-2	-1	9
Cc1cc(NS(=O)(=O)c2ccc(NC(=O)COc3ccccc3C(C)C)cc2)no1	-4	-7	-5	-3	4	-1	-2	3	25
CCCN(CCC)CCNC(=O)C1CCN(Cc2nc(-c3ccc(Cl)cc3)oc2C)CC1	10	-2	-3	2	1	8	-9	2	28
Oc1ccc(C(=S)N2CCCCCC2)cc1	30*	7	6	2	-4	7	-8	-20	12
Cc1nc2c(C)cccn2c1/C(O)=C1\C(=O)C(=O)N(CCN(C)C)C1c1ccncc1 (stereo not drawn)	16	-1	-3	2	2	7	0	5	-2
CCc1ccccc1NC(=O)N1C2CCCC1CC(NC(C)=O)C2 (stereo not drawn)	-6	-3	8	3	-10	3	-4	-2	2
COc1cc(C(=O)NC2=NCCS2)cc(OC)c1OC	8	0	-10	0	11	7	-3	-4	2
O=C(CC12CC3CC(CC(C3)C1)C2)N1CCCC1	25	0	-14	-3	14	-4	-3	-6	-7
CC1CC2(CC(C)(C(=O)CSc3n[nH]c(-c4ccccc4Cl)n3)OC2=O)C(=O)O1 (stereo not drawn)	1	1	-11	4	6	-1	-1	5	3
CCc1ccc(-c2cc(C(F)(F)F)n3nc(C(=O)Nc4c(C)nn(Cc5ccccc5Cl)c4C)cc3n2)s1	10	-1	0	0	0	-7	-3	7	-9
CCOc1ccc(NC(=O)CN2CCN(S(=O)(=O)c3ccc(Cl)cc3)CC2)cc1	7	-2	6	0	-5	9	-2	-1	-11
COc1ccc(NC(=S)NCCSc2ccc(Cl)cc2)c(OC)c1	9	2	7	0	-3	2	-8	6	23
COc1ccc(-c2cnn3c4c(c(C)nc23)CCN4C(C)C)cc1OC	3	-5	·	0	·	-6	-2	5	-9
C[n+]1c2n(c3ccccc31)N=C(c1ccc(Cl)cc1)CS2	10	-1	11	-6	-9	-15	-8	-4	3
COc1ccc(C(=O)Cn2nnc(-c3ccc(N4CCOCC4)cc3)n2)cc1OC	3	3	-5	-7	4	2	-5	-3	-6
Cc1ccc(N2CC(C(=O)Nc3ccc(N(C)C)cc3)CC2=O)cc1C (stereo not drawn)	-6	3	-4	-9	1	-7	-6	-2	0
COCCN1C(=O)c2ccccc2C(C(=O)NCC2CCCO2)C1c1c[nH]c2ccccc12 (stereo not drawn)	12	-1	3	1	-3	2	1	3	-8
O=C(NCc1ccco1)c1ccccc1NS(=O)(=O)c1ccc(Br)s1	20	-3	6	-6	-5	-3	-4	5	-27
COc1ccc(CCCc2nnc(SCC(=O)Nc3cc(C)ccc3C)o2)cc1	8	1	-5	-6	6	15	-1	1	-17
Cc1cc(C)c(S(=O)(=O)Nc2ccc3c4c(cccc24)CC3)c(C)c1	61*	-2	20	1	-15	26	-1	0	14
Cc1ccc(C(=O)NCCCn2ccnc2)o1	-3	1	-6	-5	4	2	-9	-3	0
CNC(=O)NC(=O)CSc1nc2ccccc2n1CCOC	19	8	8	4	-5	10	-9	-2	8
C/C(=C\c1ccccc1)C(=O)Nc1cc(C)on1	6	-1	6	3	-5	4	-5	9	-5

Grouped by structure, the entries above containing a Cl atom (13)
SMILES	PostGolgi ctrl	FAK blocker	LYP inh 2	EphB4 antag	PTPN22 act	HIV Rev-RRE inh	S1P2 ag	PostGolgi yeast	S1P2 antag
CCN(CC)CCNC(=O)c1ccc(Cl)c(S(=O)(=O)N2CCCCCC2)c1	7	0	-3	-5	2	-4	-5	16	-8
O=C(Cc1ccc(Cl)cc1)Nc1ccc(N2CCN(C(=O)c3ccco3)CC2)cc1	43*	2	-6	6	5	1	-4	-4	-2
CN(C)Cc1c(O)c(Cl)cc2c3c(c(=O)oc12)CCCC3	0	2	-26	-1	23	25	3	3	-33
O=C(NC1=NCCS1)c1sc2ccccc2c1Cl	12	0	-3	7	1	3	-8	5	1
O=C(N/C=C/c1ccc(Cl)cc1)NCc1ccc(Cl)cc1	13	-8	1	-6	2	2	-8	13	3
O=C(O)c1ccc2c(c1)C(=O)N(c1ccc(Cl)cn1)C2=O	16	-5	2	-6	-4	1	-1	-4	-8
CC(C)(C)C(=O)Cn1c(=N)n(Cc2ccccc2Cl)c2ccccc21	15	-2	-6	3	8	-2	-3	3	-21
CCCN(CCC)CCNC(=O)C1CCN(Cc2nc(-c3ccc(Cl)cc3)oc2C)CC1	10	-2	-3	2	1	8	-9	2	28
CC1CC2(CC(C)(C(=O)CSc3n[nH]c(-c4ccccc4Cl)n3)OC2=O)C(=O)O1 (stereo not drawn)	1	1	-11	4	6	-1	-1	5	3
CCc1ccc(-c2cc(C(F)(F)F)n3nc(C(=O)Nc4c(C)nn(Cc5ccccc5Cl)c4C)cc3n2)s1	10	-1	0	0	0	-7	-3	7	-9
CCOc1ccc(NC(=O)CN2CCN(S(=O)(=O)c3ccc(Cl)cc3)CC2)cc1	7	-2	6	0	-5	9	-2	-1	-11
COc1ccc(NC(=S)NCCSc2ccc(Cl)cc2)c(OC)c1	9	2	7	0	-3	2	-8	6	23
C[n+]1c2n(c3ccccc31)N=C(c1ccc(Cl)cc1)CS2	10	-1	11	-6	-9	-15	-8	-4	3

Screening results deposited in PubChem BioAssay by several laboratories.
